High-throughput results as filed in PubChem.
ER stress rescue – protection against thapsigargin-triggered cell killing – 384-well, CSM14.1, ATP luminescence, primary screen (AID 1222) | CSM14.1 thapsigargin-induced death rescue, ATP luminescence; higher % means a stronger effect | 190,000 tested, under 10 active | one-dose cellular ATP content (survival), % at 20 µM; EC50 in µM for titrated hits;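 active = EC50 below 50 µM in the dose-response confirmation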;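 note: death triggered by thapsigargin at about 15 µM added after 2 h compound pretreatment; cell ATP read after overnight thapsigargin exposure of roughly 18 to 22 hours; normalized against plate controls of thapsigargin alone and 5% DMSO vehicle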
Ins promoter up – MIN6 insulin promoter up-regulation | MIN6 insulin promoter-GFP reporter, high-content imaging; hits give high values | z-score at 5 µM | 0.3% of 190,000 active | AID 1625;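 active = z-score above 3 at 5 µM with at least 500 cells counted in the well; inconclusive = wells under 500 cells, flagged as cytotoxic or low count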
Autophagy mod – modulators of autophagy; 0.98% of 190,000 active; AID 463193; calls only at 10 µM (by protocol); MEF GFP-LC3 puncta imaging; test concentration mostly 10 µM;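 active = percentage of spot-positive cells more than 3 SD above its plate mean, without a fluorescence outlier flag or 80% toxicity; inconclusive = no clear call, values can overlap the other calls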;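 note: spot-positive cell cutoff set from DMSO-treated cells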
K1F lysis inhibition – inhibition of K1F phage lysis, E. coli UTI89, bacterial capsule biogenesis inhibitors, alamar blue (AID 488966); E. coli UTI89 K1F phage lysis, alamar blue, 2 h; higher % means a stronger effect; inhibition, % at 100 µM, or IC50 in µM where a hit was titrated; 0.02% of 340,000 active;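 active = phage lysis inhibition, versus mean bacterial control, above a set limit; inconclusive = no clear call, values can overlap the other calls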;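 note: capsule biogenesis inhibitors block K1F phage lysis so surviving cells raise fluorescence; higher fluorescence means more inhibition of phage lysis; actives were called in the ten point dose series up to 300 µM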
P. falciparum M1AAP – P. falciparum M1AAP inhibitors, biochemical, fluorogenic H-Leu-NHMec substrate, 1536-well (AID 1445); recombinant M1AAP, H-Leu-NHMec fluorogenic kinetic assay; higher % means a stronger effect; inhibition, % at 30 µM; hits with a dose series show IC50 in µM; 0.42% of 220,000 active;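 active = primary inhibition above the hit cutoff, then over 50% inhibition at one or more dose response concentrations, cut at about 23% in these data, passing the limit was not always enough; inconclusive = conflicting primary data, or primary hits not chosen for dose response; inactive = low primary inhibition, or under 50% at every dose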;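 note: plate controls were DMSO full reaction for no effect and no enzyme background for full effect; strong numbers were not always called active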
M17LAP inhibition – P. falciparum M17LAP inhibitors, primary screen, biochemical, fluorogenic H-Leu-NHMec substrate, 1536-well (AID 1619) | recombinant M17LAP, H-Leu-NHMec fluorogenic kinetic assay; higher % means a stronger effect | inhibition, % at 30 µM, or IC50 in µM where a hit was titrated | 0.38% of 220,000 active;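 active = compound inhibiting the enzyme by more than half at any dose during confirmatory dose-response retesting; inconclusive = strong single-dose inhibitors picked by rank but not retested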;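 note: plate controls were full reaction with DMSO carrier for no effect and no enzyme background for full effect; strong numbers were not always called active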
b-catenin transl – alters nuclear translocation of beta-catenin in HeLa cells | immunofluorescence imaging | nuclear translocation activity, % at 5 µM | 0.3% of 190,000 active;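 active = nuclear translocation activity above 50% at 5 µM, with a well cell count of 50 or more; inconclusive = wells under 50 cells across six images, flagged as toxic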;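 note: per-cell ratio of nuclear to cytoplasmic median beta-catenin stain intensity; plate controls were DMSO negative control for no effect and GSK-3 inhibitor IX positive control for full effect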
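Read-out: Nuclear/cytoplasmic beta-catenin signal ratio, % activation | Assay system: Human HeLa cell line | Times: 24 h compound exposure at 37°C, 5% CO2 | Signal: Fluorescence imaging of beta-catenin antibody stain plus DAPI | Dosing: 5 µM primary, 0.02–20 µM confirmation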
MT stabilizer – microtubule stabilization, imaging screen; HeLa tubulin immunostaining HCS, 24 h; share of cells brighter than vehicle mean+2SD; 0.83% of 200,000 active; % tubulin-high responders, % at 10 µM;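 active = plate Z-score above 3 for both tubulin-high and condensed-nucleus cell shares, with cell loss under 80%, at 10 µM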;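 note: anti alpha tubulin signal scored within the nucleus-defined area of each cell; some results filed as inactive read as strong as hits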
Dynein cargo inh – dynein cargo transport inhibition; 3617.4 mouse cells, GR-EGFP nuclear translocation imaging; test concentration mostly 20 µM; stimulated with dexamethasone, 1 µM; hits give low values; 0.47% of 220,000 active; z-score, hits read low;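 active = plate z-score of nuclear minus cytoplasmic receptor signal below a set negative limit, without overly bright fluorescence or cell loss, cut at about -3.5 in these data, passing the limit was not always enough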;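 note: z-score of nuclear minus cytoplasmic ring GR-EGFP intensity difference per well; some compounds called inactive have numbers as strong as hits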
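medium = tetracycline-free induction medium containing charcoal-stripped FBS | probe or stimulus = dexamethasone, 1.0 µM final | timing = 48 h induction, then 1 h compound, then 30 min agonist, 37 °C | detection = automated 10x imaging of fixed Hoechst-stained cells | read-out basis = nuclear versus cytoplasmic GR-EGFP signal, averaged per well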
Dynein cargo inh cytoplasmic EGFP – also measured in Dynein cargo inh; calls as there; z-score; measured here: cytoplasmic GR-EGFP intensity; hits give high values
Dynein cargo inh nuclear GR-EGFP – recorded beside Dynein cargo inh, whose call it bears; z-score; measured here: nuclear GR-EGFP intensity;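 lower value marks the stronger effect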
Dynein cargo inh cell count – second read-out of Dynein cargo inh, no call of its own (marks repeat the call); z-score; measured here: cell count per field
Ins promoter up cell count – recorded beside Ins promoter up, whose call it bears; cell count; measured here: cytotoxicity, nuclei count;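 total cells summed across four imaged fields per well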
b-catenin transl cell count 5 µM – recorded beside b-catenin transl, whose call it bears; cell count; measured here: cell count, cytotoxicity flag
MT stabilizer Hoechst-high % – also measured in MT stabilizer; calls as there; % Hoechst-high responders; measured here: nuclear condensation Hoechst responders;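 share of cells brighter than vehicle mean plus two SD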
MT stabilizer cytotoxicity % – also measured in MT stabilizer; calls as there; toxicity, %; measured here: cytotoxicity by cell density;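 0% = mean cell density of plate MIN control wells and 100% = no cells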
Autophagy mod cell loss 18 h – also measured in Autophagy mod; calls as there; toxicity, %; measured here: cell loss, nuclei count;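 cell loss after 18 h compound exposure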
* marks the source's active call; other numbers are inactive results; i = inactive; ? = inconclusive; . = no result given.

SMILES	ER stress rescue	Ins promoter up	Ins promoter up cell count	Autophagy mod	Autophagy mod cell loss 18 h	K1F lysis inhibition	P. falciparum M1AAP	M17LAP inhibition	b-catenin transl	b-catenin transl cell count 5 µM	MT stabilizer	MT stabilizer Hoechst-high %	MT stabilizer cytotoxicity %	Dynein cargo inh	Dynein cargo inh cytoplasmic EGFP	Dynein cargo inh nuclear GR-EGFP	Dynein cargo inh cell count
Cc1cc(C(=O)COC(=O)C2CC2)c(C)n1-c1ccc(F)cc1	-3.8%	0.09	1360	i	-2.2	0.4%	7.0%	3.9%	-2.8	1063	1.7	1.9	3.2	0.0958	-0.21	0.0595	0.15
O=C(COc1ccc2ccccc2c1)Nc1nnc(-c2ccco2)s1	.	-0.39	1019	.	.	.	12.1%	15.0%	0.5	1336	.	.	.	-0.121	-0.149	0.736	-0.849
Cn1nc(CSc2ccccc2)c(C=O)c1Cl	-0.2%	0.39	1059	i	10.3	1.5%	5.5%	22.7%	1.1	1046	2.3	1.9	6.5	0.0441	-0.139	0.0906	0.325
C=CCn1c(Cc2csc(N)n2)nnc1SCC(=O)Nc1ccc(C(=O)OCC)cc1	-2.9%	0.02	1812	i	-1.5	3.6%	3.7%	28.6%	1.3	975	2.9	3.0	8.7	-0.36	0.643	-0.0529	0.0841
CCCCC(CC)C1OCC(CN2CCCC2)O1 (stereo unspecified)	-1.9%	1.93	1601	i	4.4	0.8%	6.9%	6.7%	5.1	1270	1.3	2.1	4.0	-0.746	-0.17	-0.496	0.307
Cc1[nH]n(-c2ccccc2)c(=O)c1/C=N\NC(=O)C1COc2ccccc2O1 (stereo unspecified)	-6.5%	-0.7	1592	i	-0.5	-2.0%	38.2%	46.1%	0.6	1102	5.2	2.1	0.6	0.0528	-0.22	-0.0183	-0.274
COc1cc(/C(C)=N/NC(=O)c2ccc(CSc3nncn3C)cc2)cc(OC)c1OC	-0.9%	-0.07	1175	i	-3.1	-2.7%	1.5%	14.7%	.	.	2.1	2.1	4.9	0.446	-0.257	0.353	-0.777
CCCC(=O)c1ccc(N2CCN(S(=O)(=O)c3ccccc3)CC2)c(F)c1	1.8%	0.18	1195	i	0.2	0.9%	1.2%	2.2%	-10.1	1031	2.4	2.3	10.7	0.0248	-0.222	0.178	-0.154
CC1=C(C#N)C(NC(=O)c2ccc(C)cc2)(C(F)(F)F)C(=O)N1 (stereo unspecified)	5.0%	-0.19	1793	i	-8.0	2.6%	-4.2%	-11.7%	1.5	1300	1.2	1.7	8.9	-0.72	-0.0803	-0.512	0.293
COc1ccc(C2CC(c3ccc(Br)cc3)=NN2C(=S)Nc2ccccc2)cc1 (stereo unspecified)	0.4%	-1.95	1575	i	-11.5	-0.1%	3.0%	0.9%	-4.0	1081	1.7	1.2	1.0	0.413	-0.191	0.255	0.537
CCNC(=O)NC(=O)C(C)OC(=O)c1ccc(SC)cc1OC (stereo unspecified)	1.7%	.	.	i	1.3	1.6%	3.5%	2.5%	8.6	430	1.7	1.5	10.7	-0.605	-0.225	-0.371	0.916
COc1ccc(-n2c(SCC(=O)Nc3cc(C)on3)nc3c(c2=O)SCC3)cc1	-1.5%	0.86	1409	i	8.7	-1.1%	0.0%	10.1%	-0.4	1089	2.4	3.2	4.1	2.39	-0.0449	1.5	-1.22
COc1cc2cc(Oc3ccc4ccc(=O)oc4c3)c(=O)oc2cc1OC(C)=O	0.7%	-0.92	1329	i	-10.3	7.0%	-0.5%	4.1%	0.1	1109	2.2	1.5	10.1	-0.306	-0.249	-0.0403	0.242
COc1ccc(CC(NC(C)=O)C(=O)NC2CCN(c3nnnn3-c3ccccc3)CC2)cc1OC (stereo unspecified)	0.3%	-0.04	1192	i	-7.8	.	11.7%	-5.8%	0.7	1603	2.7	2.1	7.5	-0.744	-0.142	-0.507	-0.723
Cc1cc(C)nc(S/C=C/C(=O)c2ccccc2)n1	.	0.1	1041	.	.	-0.2%	8.0%	5.1%	-0.8	1286	.	.	.	-5.15*	1.08*	-2.68*	1.04*
C=CCn1c(SCc2nc3sc(C(=O)O)c(C)c3c(=O)[nH]2)nnc1-c1ccc(F)cc1	-0.3%	-0.46	1449	i	25.5	0.2%	18.2%	28.9%	-0.2	1457	1.5	2.0	12.1	1.66	0.12	1.54	-1.64
Cc1cccc2c1NC1(CCCC1)CC2C (stereo unspecified)	.	-0.64	1050	.	.	.	5.6%	10.4%	0.6	1310	.	.	.	-0.561	-0.228	-0.271	1.12
Cc1nc2nc[nH]n2c(=O)c1NS(=O)(=O)c1ccc(F)cc1	.	0.57	1239	i	12.6	-0.6%	-1.0%	0.2%	0.0	1166	3.6	1.6	19.2	0.109	-0.199	0.363	0.664
O=C(Nc1ccn(Cc2c(F)c(F)cc(F)c2F)n1)c1ccc(COc2ccccc2Cl)cc1	0.1%	-0.18	1568	i	13.9	0.8%	-9.9%	0.9%	-2.1	941	3.5	2.2	4.8	-0.599	-0.207	-0.000789	0.0641
Cc1nc2c(c(=O)n1CCC(C)C)c1nc3ccccc3nc1n2CC1CCCO1 (stereo unspecified)	.	-0.4	966	.	.	0.7%	-2.0%	1.8%	-0.5	1331	.	.	.	3.51	-0.0724	3.39	-2.83
O=C(c1cnc(Cl)c(Cl)c1)N1CCC(Cc2ccccc2)CC1	0.7%	-0.95	1268	i	3.5	-0.1%	-1.8%	10.3%	-0.8	1110	2.2	1.0	1.1	1.8	0.244	1.57	-2.46
O=C(Cc1ccccc1)Nc1ccc(N2CCOCC2)cc1	1.1%	0.15	1506	i	6.3	0.3%	-1.9%	-6.9%	-0.5	1569	3.2	1.8	9.7	1.11	-0.152	0.798	-1.52
CCN(CC)CCN1C(=O)C2C3c4ccccc4C(c4ccccc43)C2C1=O (stereo unspecified)	-1.1%	0.44	816	.	.	0.1%	3.3%	5.8%	0.2	979	.	.	.	.	.	.	.
COc1ccc(C(CC(=O)NCc2ccccc2)C(C)C)cc1 (stereo unspecified)	.	.	.	.	.	-0.6%	-1.4%	4.0%	-4.9	1140	.	.	.	0.0462	-0.204	-0.161	0.0302
CN(C)C(CNC(=O)c1oc2ccccc2c1CSc1ncn[nH]1)c1ccco1 (stereo unspecified)	1.1%	1.12	1031	i	-5.3	5.2%	2.6%	-3.1%	0.3	1134	3.6	2.7	7.6	-0.171	-0.255	0.131	0.0176
CCOC(=O)c1c(C)[nH]c(N=Nc2ccc(C)cc2)c1C	-2.1%	-0.63	892	i	-0.3	2.4%	5.9%	3.6%	-0.9	1138	1.0	1.1	1.8	0.518	0.128	0.676	-0.88
COc1ccccc1N/C(N)=N/c1nc(CSc2nc3ccccc3s2)cc(=O)[nH]1	-1.5%	-0.01	1408	i	66.0	.	4.1%	4.6%	0.1	1094	12.3	12.9	8.3	0.119	-0.00391	0.415	-0.451
Cc1cc(N2CCN(C(c3ccccc3)c3ccccc3)CC2)n2ncnc2n1	-3.5%	1.06	1796	i	41.9	-0.5%	0.1%	10.3%	-0.7	1013	6.1	2.3	15.7	0.814	-0.337	0.147	0.569
CN(/N=C/c1ccncc1)c1cnn(-c2ccc(F)c(Cl)c2)c(=O)c1Cl	0.7%	-0.38	1539	i	2.3	0.4%	-4.5%	1.4%	-1.2	829	2.8	3.2	8.1	-0.282	-0.00277	0.309	0.692
COc1ccc(Nc2ccc(S(=O)(=O)N3CCCCC3)cc2[N+](=O)[O-])cc1Cl	-0.4%	-0.04	1307	i	17.3	0.3%	1.0%	-6.5%	6.6	1041	8.1	1.6	9.3	1.06	-0.193	0.483	-0.585
COc1ccc(NC(=S)/N=C(\N)Nc2nc(C)c3ccccc3n2)cc1	.	-1.49	919	.	.	0.3%	4.6%	13.5%	0.6	1320	.	.	.	-0.276	-0.15	0.235	0.255
O=C(Nc1ccc2nc(-c3ccco3)c(-c3ccco3)nc2c1)N1CCCCCC1	-3.7%	-0.07	1642	i	-6.2	.	30.5%	4.6%	-0.8	1060	1.2	3.5	11.6	-1.1	-0.0968	-0.42	0.651
CCOC(=O)c1c(C)n(C)c2ccc(OC(C)C(=O)OC)cc12 (stereo unspecified)	1.2%	-0.02	1064	i	-2.8	0.1%	2.0%	-0.2%	.	.	1.3	1.6	3.8	-1.05	-0.27	-0.4	-0.269
COc1cc(/C=C2\SC(=S)N(CC(=O)NC(C)(C)C)C2=O)cc(OC)c1OC	0.0%	0.45	1047	i	-4.6	0.2%	1.9%	-4.9%	-0.5	1074	2.2	2.6	7.1	0.996	-0.0203	0.757	-2.17
CC1(C)C(=O)N(OCc2ccccc2)C(C)(C)C(=O)N1OCc1ccccc1	-0.5%	0.5	837	i	2.2	-0.2%	2.0%	-3.8%	.	.	3.2	2.2	7.9	-0.283	-0.226	-0.15	0.913
Cc1ccccc1N=C1N=C(N)c2ccccc21	-1.1%	0.38	1492	i	12.9	0.3%	19.6%	10.6%	-0.4	1087	5.0	1.5	6.1	-0.88	-0.134	-0.719	0.134
COc1cc(C(=O)NC(=S)NNC(=O)[C@H]2C[C@@H]2c2ccccc2)cc(OC)c1OC	.	0.14	1336	.	.	0.2%	-15.2%	-0.4%	7.1	957	.	.	.	1.47	-0.221	0.679	-0.598
O=C(CCS(=O)(=O)c1ccc(Br)cc1)Nc1cc(F)ccc1F	7.4%	?	.	i	-11.3	5.7%	3.6%	-4.2%	-4.1	612	3.1	3.2	0.9	-0.0995	-0.273	-0.277	0.171
